S1P4 antag: blocks the human S1P4 receptor; S1P4-expressing cells, antagonist mode, reporter read-out; inhibition, % at 4.98 µM; actives 0.26% (n = 220,000); in the data active = inhibition above about 29%;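 note: 0% = wells stimulated with agonist and 100% = vehicle wells without agonist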
S1P4 agonist: agonists of human S1P4 receptor; S1P4-expressing cell line, agonist reporter assay; O95977; activation, % at 4.98 µM; AID 1509; actives 0.35% (n = 220,000); in the data active = activation above about 11%;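 note: 0% = DMSO vehicle and 100% = reference agonist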
PERK inhibitor: human PERK inhibition, primary cell-based screen | CHO PERK-DD fusion, SEAP luminescence translation reporter | AID 1416 | actives 0.17% (n = 220,000) | inhibition, % at 5.6 µM;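 active = inhibition above the mean inhibition of all tested compounds plus 3 SD, set separately per screening campaign, cut at about 2.9% in these data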;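 note: PERK kinase domain activated by AP20187 dimerizer at 100 nM; 0% = DMSO with dimerizer and 100% = rapamycin at 8.4 µM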
Target sequence (Q9NZJ5 whole entry, looked up, the tested form may be a part): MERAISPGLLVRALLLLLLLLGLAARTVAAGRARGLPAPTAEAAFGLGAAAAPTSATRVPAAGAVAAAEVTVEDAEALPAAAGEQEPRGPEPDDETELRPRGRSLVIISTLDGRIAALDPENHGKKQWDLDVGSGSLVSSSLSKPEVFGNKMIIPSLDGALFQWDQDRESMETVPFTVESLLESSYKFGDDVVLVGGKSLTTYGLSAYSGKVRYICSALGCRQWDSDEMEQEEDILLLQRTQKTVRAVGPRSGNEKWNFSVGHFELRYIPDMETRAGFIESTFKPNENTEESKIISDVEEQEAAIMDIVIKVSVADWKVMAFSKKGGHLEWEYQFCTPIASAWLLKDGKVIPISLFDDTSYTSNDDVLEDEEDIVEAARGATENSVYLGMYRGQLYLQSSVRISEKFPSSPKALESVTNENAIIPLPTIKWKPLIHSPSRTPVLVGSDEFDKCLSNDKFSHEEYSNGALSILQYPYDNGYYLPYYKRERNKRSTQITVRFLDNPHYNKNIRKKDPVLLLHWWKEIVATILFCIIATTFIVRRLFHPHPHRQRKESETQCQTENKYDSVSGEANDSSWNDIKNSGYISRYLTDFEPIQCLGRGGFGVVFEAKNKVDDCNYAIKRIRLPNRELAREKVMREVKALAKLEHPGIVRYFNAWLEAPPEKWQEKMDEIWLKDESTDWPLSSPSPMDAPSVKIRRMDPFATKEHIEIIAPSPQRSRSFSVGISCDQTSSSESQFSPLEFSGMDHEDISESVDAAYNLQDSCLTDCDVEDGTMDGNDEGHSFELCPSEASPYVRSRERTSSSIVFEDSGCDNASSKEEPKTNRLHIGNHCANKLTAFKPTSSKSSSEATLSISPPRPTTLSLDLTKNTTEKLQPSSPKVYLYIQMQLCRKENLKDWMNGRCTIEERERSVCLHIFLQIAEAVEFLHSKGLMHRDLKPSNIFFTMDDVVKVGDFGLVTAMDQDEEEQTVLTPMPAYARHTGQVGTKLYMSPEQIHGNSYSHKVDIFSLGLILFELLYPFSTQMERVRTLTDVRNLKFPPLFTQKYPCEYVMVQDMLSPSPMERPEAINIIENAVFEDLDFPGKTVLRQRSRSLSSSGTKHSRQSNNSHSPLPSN
EP2 modulator: modulators of human EP2 prostaglandin E2 receptor | P43116 | EP2-expressing cells, cAMP HTRF FRET, PGE2 co-stimulation | induction, % at 25 µM | actives 0.83% (n = 260,000) | AID 940;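 active = compounds whose cAMP rise, as percent of the full-agonist control response, exceeds 60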;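 note: rat C6 glioma line stably carrying human EP2 under a CMV promoter; the protocol text gives 20 µM as final concentration; 100% = response of wells given 1 µM PGE2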
Ba/F3 V617F tox: lowers viability of Ba/F3 cells expressing EpoR and JAK2V617F; AID 1446; inhibition, % at 5.6 µM; ATP luminescence; actives 1.1% (n = 220,000);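 active = inhibition above the campaign mean plus 3 SD over all tested compounds, cut at about 24% in these data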;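 note: cytokine-independent growth of Ba/F3 cells driven by EpoR plus mutant JAK2; 0% = DMSO-treated cells and 100% = JAK inhibitor I control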
m-calpain inh: inhibitors of pig calpain II; purified calpain II, fluorogenic peptide substrate, 30 min; inhibition, % at 16 µM; actives 0.37% (n = 220,000);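 active = inhibition above about 50%, limit read from the data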
BaF3 tox: reduces parental Ba/F3 cell viability, JAK2V617F counter-screen; CellTiter-Glo ATP luminescence; inhibition, % at 5.6 µM; actives 1.1% (n = 220,000); AID 1486;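 active = inhibition above a per-campaign cutoff, the mean inhibition of all tested compounds plus 3 SD, cut at about 27% in these data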;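 note: 0% = DMSO wells and 100% = JAK Inhibitor I control wells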
zfTRPN1 agonist: agonists of zebrafish TRPN1 channel; activation, % at 3 µM; actives 0.18% (n = 220,000); HEK293 zebrafish TRPN1-YFP, Fluo-8 calcium fluorescence; 100% = response to 87 µM carbachol;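 active = activation above its plate's cutoff, the mean activation of test wells on that plate plus 3 SD, cut at about 19% in these data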;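 note: 0% = DMSO alone and 100% = 87 µM carbachol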
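System: zebrafish TRPN1-YFP in HEK293 cells / Dosing: 3 µM single point / Timing: dye loading 1 h at 37 °C, then 30 min room temperature / Signal: Fluo-8 calcium fluorescence, excitation 470-495 nm, emission 515-575 nm / Read-out basis: percent activation from peak over basal fluorescence ratio, control-normalized / Control set: high carbachol 87 µM, low DMSO alone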
TRPML3 ag: human mucolipin-3 channel agonism; activation, % at 3 µM; Q8TDD5; HEK293 TRPML3-YFP, Fluo-8 calcium fluorescence; 100% = the carbachol control signal; actives 0.29% (n = 220,000); AID 1448;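 active = activation above its plate's cutoff, the mean activation of the plate's test wells plus 3 SD, cut at about 12% in these data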;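 note: 0% = DMSO only wells and 100% = carbachol wells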
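Test system: TRPML3-YFP stable HEK293 cells. Doses: single point at 3 µM. Incubation: dye loading 1 h 37 °C then 30 min ambient, 125 s read. Signal: Fluo-8 calcium dye fluorescence, ex 470-495, em 515-575 nm. Measure: percent activation from peak-to-basal fluorescence ratio, scaled between DMSO and carbachol.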
Starred values were filed as active, the others as inactive. Hits appear at their usual frequency. Share with any hit: about 3.6%.

`COC(=O)c1ccccc1NC(=O)C1CC(=O)N(c2ccc(C)cc2)C1` (configuration not stated) gave S1P4 antag -1.0, S1P4 agonist -0.4, PERK inhibitor 0.5, EP2 modulator 47.3, Ba/F3 V617F tox -1.5, m-calpain inh -43.8, BaF3 tox 53.7*, zfTRPN1 agonist -0.4 and TRPML3 ag 0.8.
For NC(=O)CC[C@@H]1NC(=O)[C@H](CO)NC(=O)c2cc([N+](=O)[O-])cc(I)c2NCCC[C@@H](C(N)=O)NC(=O)[C@H](Cc2ccc(O)cc2)NC1=O the results were S1P4 antag -10.1, S1P4 agonist 0.9, PERK inhibitor 0.4, EP2 modulator 50.6, Ba/F3 V617F tox -1.6, m-calpain inh -74.0, BaF3 tox 6.3, zfTRPN1 agonist 1.5 and TRPML3 ag 0.8.
Screening COc1cccc(-c2csc(N3CCN(C(=O)NC45CC6CC(CC(C6)C4)C5)CC3)n2)c1 returned S1P4 antag -14.2, S1P4 agonist -2.9, PERK inhibitor -0.5, EP2 modulator -45.8, Ba/F3 V617F tox 8.9, m-calpain inh -29.8, BaF3 tox 2.3, zfTRPN1 agonist -0.6 and TRPML3 ag 0.4.
CCCOC(=O)c1ccc(NC(=O)C2C3CCC(C3)C2C(=O)O)cc1 (configuration not stated) was read as S1P4 antag -7.5, S1P4 agonist -1.9, PERK inhibitor -0.4, EP2 modulator -36.0, Ba/F3 V617F tox -3.7, m-calpain inh 15.1, BaF3 tox 2.7, zfTRPN1 agonist 0.0 and TRPML3 ag -1.4.
Screening COc1ccc(CCNC(=O)CCNS(=O)(=O)c2cccc(Cl)c2)cc1OC returned S1P4 antag 0.4, S1P4 agonist 0.6, PERK inhibitor -0.7, EP2 modulator -2.4, Ba/F3 V617F tox 4.7, m-calpain inh 15.0, BaF3 tox 10.7, zfTRPN1 agonist 1.0 and TRPML3 ag 0.8.
Screening CC(C)C1N=C2c3ccccc3N=C(SCc3cc(=O)n4ccccc4n3)N2C1=O (configuration not stated) returned S1P4 antag 9.6, S1P4 agonist 0.5, PERK inhibitor -0.9, Ba/F3 V617F tox 1.2, BaF3 tox 5.4, zfTRPN1 agonist 0.8 and TRPML3 ag -0.5.
Screening O=C1CSC(c2cccnc2)N1CCc1ccccn1 (configuration not stated) returned S1P4 antag 4.3, S1P4 agonist 0.0, PERK inhibitor 0.9, EP2 modulator 4.6, Ba/F3 V617F tox -1.8, m-calpain inh 19.1, BaF3 tox 1.6, zfTRPN1 agonist -0.1 and TRPML3 ag 0.6.
For O=S(=O)(NCCc1ccncc1)c1ccc(S(=O)(=O)N2CCCCCC2)cc1 the results were S1P4 antag -19.2, S1P4 agonist -0.2, PERK inhibitor -0.7, EP2 modulator -10.0, Ba/F3 V617F tox -4.5, m-calpain inh -13.8, BaF3 tox 1.6, zfTRPN1 agonist 2.9 and TRPML3 ag 0.5.
Cc1ccc(Nc2nnc(SCC(=O)Nc3ccc(S(=O)(=O)N4CCOCC4)cc3)s2)cc1 was read as S1P4 antag 1.2, S1P4 agonist 0.0, PERK inhibitor -0.4, EP2 modulator -10.0, Ba/F3 V617F tox 5.3, m-calpain inh -38.0, BaF3 tox 7.1, zfTRPN1 agonist -2.0 and TRPML3 ag -0.1.
Screening CCOC(=O)C1=C(C)NC(=O)NC1 returned S1P4 antag -29.4, S1P4 agonist 1.4, PERK inhibitor 0.1, EP2 modulator 28.4, Ba/F3 V617F tox -1.3, m-calpain inh -5.2, BaF3 tox 1.3, zfTRPN1 agonist 0.2 and TRPML3 ag 0.2.
Screening Cc1ccc(/C=N\NC(=O)C2COc3cc4ccccc4cc3O2)o1 (configuration not stated) returned S1P4 antag -14.8, S1P4 agonist -2.1, PERK inhibitor 0.1, EP2 modulator -15.8, Ba/F3 V617F tox -1.1, m-calpain inh 7.5, BaF3 tox -4.0, zfTRPN1 agonist -1.0 and TRPML3 ag 0.3.
For CC(c1ccc(F)cc1)n1cc(C(=O)NCCN(C)C)nn1 (configuration not stated) the results were S1P4 antag 5.4, S1P4 agonist 1.1, PERK inhibitor 0.7, EP2 modulator 4.6, Ba/F3 V617F tox -2.6, m-calpain inh -18.3, BaF3 tox 3.4, zfTRPN1 agonist 2.1 and TRPML3 ag 1.1.
CCn1c(C)nc2cc(S(=O)(=O)Nc3ccc(C)cc3)ccc21 was read as S1P4 antag -8.7, S1P4 agonist -1.4, PERK inhibitor 1.1, EP2 modulator -0.3, Ba/F3 V617F tox 1.4, m-calpain inh -1.0, BaF3 tox 7.2, zfTRPN1 agonist 2.3 and TRPML3 ag 0.4.
NC(=O)C1CCCN1 (configuration not stated) was read as S1P4 antag -3.1, S1P4 agonist 0.3, PERK inhibitor -0.4, EP2 modulator -4.7, Ba/F3 V617F tox 0.6, m-calpain inh -20.1, BaF3 tox 2.4, zfTRPN1 agonist -1.2 and TRPML3 ag 0.6.
For Cc1ccc(N/C=C/c2onc(C)c2[N+](=O)[O-])cc1 the results were S1P4 antag -12.8, S1P4 agonist -0.6, PERK inhibitor 0.2, EP2 modulator 21.6, Ba/F3 V617F tox -3.5, m-calpain inh 10.6, BaF3 tox 1.1, zfTRPN1 agonist 2.0 and TRPML3 ag 1.1.
Cc1ccc(-n2c(=O)c(C#N)cc3c(=O)n4ccccc4nc32)cc1 was read as S1P4 antag -9.8, S1P4 agonist 2.0, PERK inhibitor 0.4, EP2 modulator 7.6, Ba/F3 V617F tox -2.4, m-calpain inh -469.2, BaF3 tox 2.7, zfTRPN1 agonist -1.5 and TRPML3 ag 0.8.
For O=C(Nc1ccc(N2CCOCC2)cc1N1CCOCC1)c1cccs1 the results were S1P4 antag -12.5, S1P4 agonist 2.4, PERK inhibitor 0.5, EP2 modulator 17.2, Ba/F3 V617F tox 0.7, m-calpain inh -36.5, BaF3 tox 9.0, zfTRPN1 agonist 3.0 and TRPML3 ag 0.7.
`COC(=O)[C@H](Cc1ccccc1)NC(=O)NCC1CCCO1` (some centres not stated) gave S1P4 antag 1.6, S1P4 agonist -0.1, PERK inhibitor 0.8, EP2 modulator 28.1, Ba/F3 V617F tox -3.3, m-calpain inh -3.4, BaF3 tox 0.1, zfTRPN1 agonist 1.1 and TRPML3 ag 1.0.
Screening CC(C)(C)n1nnnc1C(c1ccccn1)N1CCN(C(c2ccccc2)c2ccccc2)CC1 (configuration not stated) returned S1P4 antag -16.9, S1P4 agonist 0.2, PERK inhibitor -0.3, EP2 modulator 15.1, Ba/F3 V617F tox -2.8, m-calpain inh -35.4, BaF3 tox 1.6, zfTRPN1 agonist -1.9 and TRPML3 ag 0.3.
`COc1ccc(C(=O)N2CCN=C2SC)cc1OC` gave S1P4 antag -1.4, S1P4 agonist 0.4, PERK inhibitor 1.7, EP2 modulator 35.8, Ba/F3 V617F tox -2.0, m-calpain inh -17.1, BaF3 tox 1.6, zfTRPN1 agonist 0.2 and TRPML3 ag 0.3.
O=C(N/C(=C/c1cccs1)C(=O)N1CCOCC1)c1ccco1 was read as S1P4 antag -10.9, S1P4 agonist -0.5, PERK inhibitor 0.8, EP2 modulator 4.7, Ba/F3 V617F tox -3.2, m-calpain inh -1.6, BaF3 tox 1.4, zfTRPN1 agonist -0.5 and TRPML3 ag 0.6.
`N=P(N1CCOCC1)(N1CCOCC1)C12CC3CC(CC(C3)C1)C2` gave S1P4 antag 2.4, S1P4 agonist -0.4, PERK inhibitor 1.0, EP2 modulator 8.8, Ba/F3 V617F tox -3.2, m-calpain inh -4.4, BaF3 tox 0.0, zfTRPN1 agonist 1.0 and TRPML3 ag 0.7.
Screening Cc1c(C(=O)OCC2CCCO2)[nH]c2c1C(=O)CC(c1ccco1)C2 (configuration not stated) returned S1P4 antag 1.1, S1P4 agonist 0.7, PERK inhibitor -0.9, EP2 modulator -3.4, Ba/F3 V617F tox 11.1, m-calpain inh -364.6, BaF3 tox 4.3, zfTRPN1 agonist 0.3 and TRPML3 ag 0.4.
For O=C(Nc1nnc(COc2ccc(F)cc2)s1)c1ccco1 the results were S1P4 antag -7.1, S1P4 agonist -0.1, PERK inhibitor 0.9, EP2 modulator 7.3, Ba/F3 V617F tox -1.6, m-calpain inh -16.4, BaF3 tox -6.8, zfTRPN1 agonist 2.5 and TRPML3 ag 0.9.
Screening Oc1ccccc1-c1cc(-c2cccc(F)c2)n[nH]1 returned S1P4 antag -14.4, S1P4 agonist 0.4, PERK inhibitor 0.1, EP2 modulator -68.0, Ba/F3 V617F tox 1.6, m-calpain inh 3.0, BaF3 tox 10.3, zfTRPN1 agonist 1.9 and TRPML3 ag 1.2.
Screening CCCNC(=O)COC(=O)c1[nH]c(C)c(C(=O)OCC)c1C returned S1P4 antag -14.2, S1P4 agonist -0.4, PERK inhibitor -0.4, EP2 modulator 10.0, Ba/F3 V617F tox -2.5, m-calpain inh 0.2, BaF3 tox 3.9, zfTRPN1 agonist 0.0 and TRPML3 ag 0.0.
Screening COc1ccc(-c2noc(-c3cc4ccccc4oc3=O)n2)cc1 returned S1P4 antag -8.5, S1P4 agonist 2.8, PERK inhibitor 1.1, EP2 modulator 0.3, Ba/F3 V617F tox 1.7, m-calpain inh -71.4, BaF3 tox 6.3, zfTRPN1 agonist -0.7 and TRPML3 ag 1.0.
CCNC(=O)C12CCC(C)(C(=O)C1Br)C2(C)C (configuration not stated) was read as S1P4 antag -1.8, S1P4 agonist -1.1, PERK inhibitor 0.4, EP2 modulator 13.6, Ba/F3 V617F tox 0.2, m-calpain inh -4.0, BaF3 tox 6.8, zfTRPN1 agonist 1.8 and TRPML3 ag 1.1.
Screening CC(=O)c1ccc(N(C(=O)Cn2nnc3ccccc32)C(C(=O)NCc2ccccc2)c2ccccn2)cc1 (configuration not stated) returned S1P4 antag -7.3, S1P4 agonist -0.1, PERK inhibitor -0.3, EP2 modulator 14.7, Ba/F3 V617F tox -0.5, m-calpain inh 7.2, BaF3 tox 4.5, zfTRPN1 agonist -0.2 and TRPML3 ag 0.0.
`Cc1ccc(C(C)C)c(OCC(=O)Nn2c(=O)[nH]c3ccccc3c2=O)c1` gave S1P4 antag -9.8, S1P4 agonist 0.6, PERK inhibitor -0.1, EP2 modulator -35.2, Ba/F3 V617F tox -0.6, m-calpain inh 30.4, BaF3 tox 5.4, zfTRPN1 agonist -2.2 and TRPML3 ag -1.0.
For C/C(=N\NC(=O)c1cc(-c2ccncc2)nc2ccccc12)c1ccc(OC(F)F)cc1 the results were S1P4 antag -7.0, S1P4 agonist 0.5, PERK inhibitor 0.1, EP2 modulator -31.7, Ba/F3 V617F tox 0.1, m-calpain inh -69.5, BaF3 tox 5.3, zfTRPN1 agonist -0.6 and TRPML3 ag 0.9.
Screening Cc1nn(Cc2ccc(Cl)cc2Cl)c(C)c1NC(=O)NC12CC3CC(CC(C3)C1)C2 returned S1P4 antag 25.9, S1P4 agonist -2.3, PERK inhibitor -1.1, EP2 modulator -1.0, Ba/F3 V617F tox -1.5, m-calpain inh -8.7, BaF3 tox 3.6, zfTRPN1 agonist 0.3 and TRPML3 ag 0.4.
Screening COC(=O)[C@@]1(Cc2ccc(F)cc2)[C@H]2c3cc(C(=O)N4CCCC4)n(CCc4ccc(O)c(O)c4)c3C[C@H]2CN1C(=O)c1ccccc1 returned S1P4 antag 0.0, S1P4 agonist -1.2, PERK inhibitor -0.7, EP2 modulator -15.7, Ba/F3 V617F tox -7.8, m-calpain inh -77.8, BaF3 tox 4.2, zfTRPN1 agonist 1.0 and TRPML3 ag 0.5.
